Source: PubChem
M5 ag – human M5 muscarinic receptor agonists, primary screen, CHO-K1 cells, Fluo-8 calcium fluorescence; Muscarinic acetylcholine receptor M5 (Homo sapiens), P08912; CHO-K1 hM5 cells; 0% DMSO wells, 100% maximal acetylcholine response; activation, % at 3 µM; actives 0.19% (n = 360,000); AID 624037, 2012;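 active means activation above the run's mean over test compounds plus 3 SD, cut at about 23% in these data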;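 further: signal is peak over basal fluorescence ratio across the kinetic read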
Target sequence (P08912 whole entry, looked up): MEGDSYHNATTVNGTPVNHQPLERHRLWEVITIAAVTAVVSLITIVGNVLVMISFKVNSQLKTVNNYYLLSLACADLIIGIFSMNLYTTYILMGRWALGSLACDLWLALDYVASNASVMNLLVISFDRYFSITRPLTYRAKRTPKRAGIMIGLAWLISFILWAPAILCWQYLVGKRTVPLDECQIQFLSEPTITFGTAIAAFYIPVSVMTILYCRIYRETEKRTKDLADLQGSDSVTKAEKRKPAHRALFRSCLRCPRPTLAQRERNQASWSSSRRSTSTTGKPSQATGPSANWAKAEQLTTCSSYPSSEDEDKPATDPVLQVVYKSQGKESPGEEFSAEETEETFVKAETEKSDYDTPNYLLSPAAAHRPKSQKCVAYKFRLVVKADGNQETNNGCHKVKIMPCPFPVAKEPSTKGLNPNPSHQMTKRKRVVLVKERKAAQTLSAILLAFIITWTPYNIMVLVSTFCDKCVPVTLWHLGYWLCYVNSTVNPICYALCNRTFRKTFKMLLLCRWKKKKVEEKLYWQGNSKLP
CHRM4 PAM – human M4 muscarinic receptor positive allosteric modulators, primary screen, CHO-K1 cells, Fluo-8 calcium fluorescence; Muscarinic acetylcholine receptor M4 (Homo sapiens), P08173; CHO-K1 hM4/Gqi5, ACh EC20; 0% = ACh EC20, 100% = maximal ACh; activation, % at 3 µM; actives 0.4% (n = 360,000); AID 624126, 2012;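 active means activation above its plate's cutoff, the mean activation of sample wells plus 3 SD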; further: some results filed as inactive read as strong as hits
Target sequence (P08173 whole entry, looked up): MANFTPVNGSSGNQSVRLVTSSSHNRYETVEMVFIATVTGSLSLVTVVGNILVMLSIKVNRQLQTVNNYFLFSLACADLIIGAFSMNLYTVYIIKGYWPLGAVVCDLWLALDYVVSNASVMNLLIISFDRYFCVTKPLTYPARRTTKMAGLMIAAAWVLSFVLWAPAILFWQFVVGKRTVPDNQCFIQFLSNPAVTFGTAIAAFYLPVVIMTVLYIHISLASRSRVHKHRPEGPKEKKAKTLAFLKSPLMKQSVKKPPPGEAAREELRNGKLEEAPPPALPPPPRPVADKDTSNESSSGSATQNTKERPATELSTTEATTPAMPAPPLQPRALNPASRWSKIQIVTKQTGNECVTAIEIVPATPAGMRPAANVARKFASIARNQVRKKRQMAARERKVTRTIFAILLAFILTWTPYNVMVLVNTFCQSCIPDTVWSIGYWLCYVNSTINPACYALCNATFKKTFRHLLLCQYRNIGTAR
M1 PAM – human M1 muscarinic receptor positive allosteric modulators, primary screen, CHO-K1 cells, Fluo-8 calcium fluorescence, 1536-well; Muscarinic acetylcholine receptor M1 (Homo sapiens), P11229; CHO-K1 hM1, ACh EC20; 0% = ACh EC20, 100% = maximal ACh; activation, % at 3 µM; actives 0.088% (n = 360,000); AID 588819, 2011; in the data active means activation above about 19%, passing the limit was not always enough
CHRM5 PAM – human M5 muscarinic receptor positive allosteric modulators, primary screen, CHO-K1 cells, Fluo-8 calcium fluorescence; activation, % at 3 µM; Muscarinic acetylcholine receptor M5 (Homo sapiens), P08912; actives 0.3% (n = 360,000); AID 624038, 2012; CHO-K1 hM5, ACh EC20 PAM; 0% = ACh EC20, 100% = ACh EC100;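 active means activation above the run cutoff, the mean activation of all test compounds plus 3 SD, cut at about 18% in these data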
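Replicates: One well per compound, no replicates | System: Human M5 receptor in CHO-K1 cells | Benchmarks: Low control EC20 acetylcholine (0%), high control EC100 acetylcholine (100%) | Probe or stimulus: Acetylcholine, EC20 level | Times: Fluo-8 loading 80 min at 37 °C plus 30 min room temperature | Signal: Intracellular calcium via Fluo-8 fluorescence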
M4 antag – human M4 muscarinic receptor antagonists, primary screen, CHO cells, Fluo-8 calcium fluorescence; Muscarinic acetylcholine receptor M4 (Homo sapiens), P08173; actives 0.73% (n = 360,000); CHO-hM4 cells, ACh EC80; inhibition, % at 3 µM; AID 624125, 2012;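 active means inhibition above its plate's cutoff, the mean inhibition of sample wells plus 3 SD, cut at about 27% in these data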;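 further: 0% = acetylcholine EC80 with DMSO and 100% = DMSO without agonist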
CHRM5 antagonist – human M5 muscarinic receptor antagonists, primary screen, CHO cells, Fluo-8 calcium fluorescence; Muscarinic acetylcholine receptor M5 (Homo sapiens), P08912; CHO-hM5 cells, ACh EC80; inhibition, % at 3 µM; actives 0.59% (n = 360,000); AID 624040, 2012;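 active means inhibition above a per-plate cutoff, the mean of that plate's test compounds plus 3 SD, cut at about 27% in these data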;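 further: 0% = acetylcholine EC80 with DMSO and 100% = DMSO without agonist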
CRFBP-R2 block – antagonists of CRF-BP/CRF-R2 complex, primary screen, cell-based, HEK293, calcium dye fluorescence, uHTS | inhibition, % at 11.8 µM | CRF-induced calcium fluorescence | AID 588475, 2011 | actives 0.59% (n = 350,000);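 active means inhibition of the ligand-induced calcium signal above about 50% at the single tested concentration, limit read from the data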
M4 ag – human M4 muscarinic receptor agonists, primary screen, CHO-K1 cells, Fluo-8 calcium fluorescence; CHO-K1 hM4/Gqi5; vehicle 0%, full acetylcholine response 100%; actives 0.14% (n = 360,000); AID 624127, 2012; activation, % at 3 µM;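 active means activation above the run mean over all test wells plus 3 SD, cut at about 32% in these data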;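 further: peak over basal fluorescence ratio per well then scaled between controls; 0% = DMSO wells and 100% = acetylcholine at EC100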
CRFR2-BP ag – agonists of CRF-BP/CRF-R2 complex, primary screen, cell-based, HEK293, calcium dye fluorescence, uHTS; actives 0.46% (n = 350,000); AID 588473, 2011; calcium dye fluorescence (FLIPR); percent of saturating CRF peptide response; activation, % at 13.2 µM;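 active means activation of at least 50%, plus an integration ratio under a set limit after plate pattern correction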;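 further: plate controls were neutral control wells without compound for no effect and CRF at EC100 for full effect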
Starred values were filed as active, the others as inactive; x = no result given.

Each structure is followed by: CRFR2-BP ag	CHRM4 PAM	M5 ag	M1 PAM	CRFBP-R2 block	CHRM5 antagonist	M4 antag	M4 ag	CHRM5 PAM
- C=CCn1c(C#N)c(N)sc1=N
  -1.1	2.4	-1.1	3.3	16.9	3.1	3.0	-0.8	3.9
- O=C(CSc1nnc(CNC(=O)c2ccccc2)o1)NCC1CCCO1 (configuration not stated)
  0.7	1.4	-2.6	3.0	7.3	-24.8	-6.0	0.6	6.7
- CN(C)c1ccnc(Nc2ccccc2)c1C#N
  -0.6	-3.9	-2.1	2.6	2.0	-1.9	10.8	0.2	5.1
- O=C(N1CCN(c2cccc(Cl)c2)CC1)C1(S(=O)(=O)c2ccc(Cl)cc2)CC1
  -2.6	-4.1	-0.3	0.6	-2.0	3.0	-0.6	3.4	-9.3
- COc1ccc(N(CC(C)C)S(=O)(=O)c2nnc(NC(=O)c3ccco3)s2)cc1
  -1.0	4.5	-5.1	4.5	5.7	6.1	-7.1	0.9	0.6
- Cn1cccc1C1Nc2ccccc2NC2=C1C(=O)CC(C)(C)C2 (configuration not stated)
  7.6	-15.8	3.6	-5.8	30.9	21.6	26.0	8.8	-11.1
- CN(C)CCNc1ncnc2c1ncn2[C@H]1CN(Cc2ccc3c(c2)OCO3)C[C@@H](CO)O1
  x	3.6	0.0	10.3	x	-4.5	-8.8	0.2	8.0
- CCC1(C)COC(c2ccc(OC)c(OC)c2)OC1 (configuration not stated)
  -1.1	-0.1	4.0	5.2	6.3	13.7	0.0	0.5	10.5
- Cc1cccc2c1CC(C)(C)NC2=C(C#N)C#N
  -1.8	-0.7	0.1	-1.4	26.7	1.9	7.4	1.5	0.6
- O=C(Cn1c(C(=O)NCCCN2CCOCC2)cc2sccc21)c1ccccc1
  -1.4	-6.7	-3.5	-11.1	-2.9	0.3	-9.2	3.4	-6.7
- CCc1nn(CC(=O)O)c(=O)c2ccccc12
  1.8	6.8	-3.2	11.8	-8.6	-0.6	-17.3	2.7	-0.9
- COc1ccccc1NC(=O)C(C(C)C)N1C(=O)c2ccccc2C1=O (configuration not stated)
  -2.0	0.0	4.1	8.6	18.7	7.4	-0.5	0.5	-4.5
- O=C(O)CCC(=O)Nc1ccc(Sc2ccc([N+](=O)[O-])cc2)cc1
  -1.3	-3.0	-2.8	-6.2	3.6	7.2	4.3	-0.6	-4.5
- COc1ccc(N2CCN(CCCNC(=O)C(=O)c3c(C)[nH]c4ccccc34)CC2)cc1
  0.2	-0.4	-2.5	3.2	62.1*	-9.0	5.0	2.2	8.8
- CCOC(=O)C(C)N1N=C(/C=C/c2ccc(OC)cc2)CCC1=O (configuration not stated)
  -1.9	15.3	-1.7	3.7	6.0	2.7	-4.2	1.7	2.3
- CSc1ccc(S(=O)(=O)Nc2ccc(NC(C)=O)cc2)cc1
  1.1	6.0	-0.3	2.4	-1.5	-0.4	-3.5	3.2	-4.0
- CC1Cc2ccccc2N1C(=O)CSc1nnc2sc3ccccc3n12 (configuration not stated)
  0.2	-6.8	-6.7	-1.5	-4.3	-9.2	-13.6	9.0	-16.9
- Cc1cccc(NS(=O)(=O)c2ccc3oc(=O)ccc3c2)c1C
  -2.9	-8.8	1.8	4.5	27.8	3.3	6.7	3.9	-5.1
- CCOc1ccc(OCC)c(NC(=O)CSc2nnc(-c3cccnc3)o2)c1
  -3.4	8.6	2.3	7.8	4.4	-2.9	5.5	2.7	0.1
- COc1ccc(C(CNC(=O)C(CCSC)NC(=O)c2ccccc2Cl)N2CCOCC2)cc1 (configuration not stated)
  2.3	13.3	0.5	17.7	-14.1	2.1	-9.2	1.3	-2.9
- C[C@@H]1CN(S(=O)(=O)c2ccc3c(c2)OCCO3)CCN1S(=O)(=O)c1c(F)cccc1F
  5.4	-7.4	-7.3	0.2	-0.8	-6.9	-14.4	3.9	-12.5
- CCc1ccc(N(CC(=O)N2CCOCC2)S(C)(=O)=O)cc1
  4.8	1.9	-1.7	20.6	19.5	2.3	-4.9	0.1	10.6
- O=C(COC(=O)C1(c2ccc(F)cc2)CCCC1)NCc1ccc2c(c1)OCO2
  -1.2	-14.7	-1.5	-11.4	61.8*	2.0	-1.2	7.2	-18.8
- Cc1nn(CC(=O)Nc2c(F)cc(F)cc2Br)c(=O)c2cccn12
  1.5	9.7	-3.7	3.1	-6.6	0.7	-19.5	0.8	-3.2
- CCNC(=O)C1(C)CCN(C(=O)c2cc(OC)c(OC)c(OC)c2)C1 (configuration not stated)
  x	7.0	0.4	10.1	x	1.8	-7.8	-0.2	0.9
- COc1ccccc1N1CCN(C(=O)CCNC(=O)c2ccco2)CC1
  -1.4	19.1	0.1	10.5	-0.4	-3.2	2.6	0.8	3.2
- Cc1ccc(C(=O)N2CCCC(C(F)(F)F)C2)cc1S(=O)(=O)N1CCOCC1 (configuration not stated)
  2.5	7.8	2.1	8.0	-14.0	7.0	-7.8	2.0	1.0
- O=C(Nc1cccc(C(=O)O)c1)/C(=C\c1ccc2c(c1)OCO2)NC(=O)c1ccccc1
  1.0	3.7	-1.0	9.2	-20.5	16.7	-2.2	0.8	-0.9
- Cc1ccc(C(=O)N2CCCCC2)cc1NC1=C(Cl)C(=O)N(Cc2ccccc2)C1=O
  0.2	-14.1	1.9	-18.2	8.5	15.1	4.2	13.1	-19.8
- CC1CC(C)CN(CCCNC(=O)c2csc3c2CCCC3)C1 (configuration not stated)
  2.2	6.7	-4.0	3.2	-34.3	-2.5	-7.1	0.7	1.9
- COc1ccc(C(N)=O)cc1NC(=O)CC(O)(C(F)(F)F)C(F)(F)F
  0.7	2.6	-0.7	3.5	21.1	-8.8	5.1	0.8	2.2
- Cc1cccc(C)c1NC(=S)N(CCN(C)C)Cc1cccs1
  1.1	-3.1	-17.0	-4.0	-3.3	4.7	0.2	0.9	-6.8
- CN(Cc1ccccc1)C(=O)c1[nH]cnc1C(=O)N[C@@H](Cc1ccccc1)C(=O)OC(C)(C)C
  -2.2	5.4	-1.8	7.1	-4.5	8.1	1.8	2.5	-6.6
- CCc1ccc2nc(SCC(=O)N3CCCCC3)c(C#N)cc2c1
  -1.6	-2.7	-10.1	-9.2	18.3	4.3	1.9	0.8	-18.7
- O=C(NC(=S)NCCc1ccccc1)c1ccccc1F
  0.4	3.1	-4.2	1.3	5.2	10.4	-8.6	0.8	-1.8
- COc1ccc(NC(=O)/C=C/c2cccc(C(F)(F)F)c2)cn1
  -1.8	-9.1	1.4	13.5	-13.8	6.3	-22.2	17.4	0.7
- CC1CN(S(=O)(=O)c2cccc3nsnc23)CC(C)O1 (configuration not stated)
  -0.1	-9.3	-1.6	-7.8	-5.5	1.7	26.5*	0.3	5.0
- CC1(C)Cc2c(cnn2-c2cccc(F)c2)C(NC(=O)c2cc[n+]([O-])cc2)C1 (configuration not stated)
  0.1	-5.8	0.8	-3.9	17.0	6.0	5.0	0.2	-6.6
- Cn1c(=O)[nH]c(=O)c2c1nc(N1CCCCCC1)n2CCOc1ccccc1
  0.5	-2.8	1.9	3.3	-51.3	7.5	1.1	-0.1	2.2
- CCCCN1Cc2ccccc2Oc2cc(Br)ccc2S1(=O)=O
  12.6	6.9	16.3	25.7*	-28.2	1.2	-21.8	0.3	8.6
- CCC1(C)Cc2ccccc2-c2nc[nH]c(=O)c21 (configuration not stated)
  0.5	5.8	-2.2	7.3	-7.0	3.9	-2.1	-0.6	0.7
- Nn1c(Cc2ccccc2)nc2sc3c(c2c1=O)CCC3
  -4.2	4.7	3.5	1.7	-5.8	-13.0	-9.7	0.5	2.9
- COc1cccc(Nc2nc(C(N)Cc3ccccc3)cs2)n1 (configuration not stated)
  x	10.6	9.0	6.8	x	2.9	-2.7	29.0	4.5
- CCOC(=O)C1(CC)CC(CSc2nc3ccccc3[nH]2)OC1=O (configuration not stated)
  -3.0	-1.2	-0.9	-3.2	7.5	-2.9	-1.5	2.6	-5.7
- COc1ccccc1C1/C(=C(\O)c2ccc3c(c2)OCCO3)C(=O)C(=O)N1Cc1cccnc1 (configuration not stated)
  2.0	-0.6	-3.5	0.5	-5.9	10.4	-8.3	0.4	-4.7

One compound at a time (already shown). Order of values: CRFR2-BP ag, CHRM4 PAM, M5 ag, M1 PAM, CRFBP-R2 block, CHRM5 antagonist, M4 antag, M4 ag, CHRM5 PAM
Entry for COc1cccc(Nc2nc(C(N)Cc3ccccc3)cs2)n1 (configuration not stated) : x, 10.6, 9.0, 6.8, x, 2.9, -2.7, 29.0, 4.5
Entry for CCc1ccc2nc(SCC(=O)N3CCCCC3)c(C#N)cc2c1 : -1.6, -2.7, -10.1, -9.2, 18.3, 4.3, 1.9, 0.8, -18.7

(continued)
Each structure is followed by: CRFR2-BP ag	CHRM4 PAM	M5 ag	M1 PAM	CRFBP-R2 block	CHRM5 antagonist	M4 antag	M4 ag	CHRM5 PAM
- O=C(NNC(=O)c1ccc(S(=O)(=O)N2CCOCC2)cc1)c1ccccc1
  -0.5	10.7	-3.0	9.1	-8.8	5.8	-23.1	1.8	0.6
- C[C@]12CCC(=O)C=C1C=C[C@@H]1[C@@H]2CC[C@@]2(C)[C@H]1CC[C@@]21CCC(=O)O1
  -0.1	-17.3	-6.4	-12.5	-10.2	-1.8	10.5	1.7	0.9
- Cc1c[n+](CC(=O)c2ccccc2)cs1
  -0.3	0.3	-14.7	3.6	11.8	-2.3	0.1	-0.3	2.8
- CC(C)(C)n1nnnc1C(c1cccs1)N1CCN(Cc2ccccc2)CC1 (configuration not stated)
  -3.1	-1.8	-5.9	0.5	-10.5	5.5	5.4	0.2	-3.3
- COc1ccc2cc(CO)n(C)c2c1
  -0.3	3.7	-1.0	4.1	-1.8	12.3	-4.0	1.8	-4.9
- CC(C)(C)c1ccc(C(O)c2ncc(-c3ccccc3Cl)[nH]2)cc1 (configuration not stated)
  x	3.5	0.5	7.6	x	-9.6	-2.9	2.1	1.4
- Cc1oc(-c2ccccc2Cl)nc1CSCC(=O)O
  -0.3	0.5	3.2	5.8	-2.4	9.4	-0.8	0.4	-1.0
- CC(C)(C)c1cc(NC(=O)c2ccco2)no1
  -1.5	0.3	0.1	8.6	11.8	17.1	11.0	1.0	-4.2
- Cc1ccc(NC(=S)N2CCCC2)cc1
  0.9	3.2	-2.2	1.6	-5.7	-1.8	-1.3	-0.1	2.5
- COC(=O)c1sc2ccccc2c1-n1cccc1C(=O)C(=O)Nc1ccc(Cl)cc1
  5.0	5.6	-2.4	-0.5	1.1	-13.4	0.2	-0.1	-5.9
- Cc1ccc(S(=O)(=O)N/N=C\c2ccccc2OCc2ccccc2)cc1
  1.3	3.4	1.7	7.3	2.0	-0.4	-4.2	-2.3	1.7
- CCCN(C(=O)c1ccc2c(SCC(=O)O)c3c(nc2c1)CCC3)c1cccc(C)c1
  0.5	9.4	-2.4	11.1	12.0	2.0	-2.6	1.1	4.5
